# Rac1 GTP hydrolysis: MgcRacGAP GTPase-activating activity inhibitors, confirmation, biochemical, ADP Hunter fluorescence; MgcRacGAP-stimulated Rac1 GTP hydrolysis, ADP Hunter fluorescence; higher % means a stronger effect; GST-tagged Rac1 F28L mutant substrate; inhibition, % at 30 µM, or IC50 in µM where a hit was titrated; 340,000 compounds, 0.6% hits; AID 624330;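 active means first-screen hits whose inhibition reached a set limit at any dose in the follow-up dose series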;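 further: fluorescence reports GDP produced by GAP-driven GTP hydrolysis; strong numbers were not always called active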
# NTR1 ag: agonists of NTR1, primary screen, imaging, U2OS cells, beta-arrestin-GFP, high content (AID 493036); P30989; 330,000 compounds, 0.17% hits; activation, % at 20 µM; NTR1-U2OS beta-arrestin-GFP spot imaging, agonist mode;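 active means activation at or above 40% of the spot to cytoplasm intensity ratio, with at least 20 cells analyzed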;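 further: 0% = DMSO without peptide and 100% = 100 nM NTR1 peptide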
# Target sequence (P30989 whole entry, looked up): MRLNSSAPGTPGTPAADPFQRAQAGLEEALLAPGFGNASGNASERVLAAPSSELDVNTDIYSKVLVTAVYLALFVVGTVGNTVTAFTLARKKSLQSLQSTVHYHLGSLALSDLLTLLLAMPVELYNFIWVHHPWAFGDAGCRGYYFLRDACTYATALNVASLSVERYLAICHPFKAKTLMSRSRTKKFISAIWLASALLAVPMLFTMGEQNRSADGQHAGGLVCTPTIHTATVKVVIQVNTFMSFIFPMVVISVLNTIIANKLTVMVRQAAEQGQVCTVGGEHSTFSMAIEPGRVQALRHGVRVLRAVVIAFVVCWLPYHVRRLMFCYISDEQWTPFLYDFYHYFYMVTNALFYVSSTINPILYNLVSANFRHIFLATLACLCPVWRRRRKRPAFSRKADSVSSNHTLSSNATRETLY
# GPR55 antagonists: GPR55 antagonists blocking LPI-driven arrestin recruitment, primary screen, imaging, U2OS, beta-arrestin-GFP, LPI agonist (AID 2013); one-dose inhibition, % at 10 µM; IC50 in µM for titrated hits; 290,000 compounds, 0.13% hits; U2OS GPR55 beta-arrestin-GFP translocation imaging, LPI antagonism; higher % means a stronger effect;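 active means spots per cell inhibited over 60%, with over 100 cells counted and total cytoplasm intensity under 500,000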;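 further: U2OS cells stably carrying GPR55 and arrestin-GFP stimulated by 5 µM LPI near EC80; imaged beta-arrestin-GFP aggregate spots per cell after agonist stimulation; plate controls were LPI-stimulated DMSO wells for no effect and DMSO wells without LPI for full effect; some results filed as inactive read as strong as hits; confirmed hits need IC50 under 10 µM and bright autofluorescent wells are also inconclusive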
# Large T inhibition: SV40 large T antigen inhibitors, biochemical (AID 1903). inhibition, % at 20 µM; hits with a dose series show IC50 in µM. 310,000 compounds, 0.39% hits. SV40 large T antigen ATPase/helicase inhibition assay; higher % means a stronger effect; in the data active means a potency from the dose series; further: strong numbers were not always called active
# Hep lipid drop: modulators of hepatic lipid droplet formation. AML12 mouse hepatocytes, oleate lipid droplets, BODIPY imaging. inhibition, % at 6.5 µM. 240,000 compounds, 0.4% hits;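 active means lipid droplet intensity inhibited by at least 50%, with more than 500 cells counted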
#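 Assay system: AML12 hepatocytes (mouse); Probe or stimulus: oleic acid at 100 µM to induce lipid droplet formation; Dosing: compound at 6.5 µM only; Schedule: compound with oleate, overnight; Detection: fluorescence imaging, 20x objective, two fields per well; Measure: % inhibition of lipid droplet signal.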
# LYP phosphatase: inhibitors of LYP phosphatase, biochemical, fluorescence intensity, uHTS (AID 1779); 290,000 compounds, 0.054% hits; one-dose inhibition, % at 11.5 µM; IC50 in µM for titrated hits; recombinant LYP phosphatase, fluorescence intensity; higher % means a stronger effect; in the data active means inhibition above about 50%;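 further: plate controls were vehicle with enzyme for no effect and no enzyme for full effect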
# GPR55 activation: GPR55 agonists via beta-arrestin recruitment, primary screen, imaging, U2OS cells, beta-arrestin-GFP redistribution (AID 1961) | 290,000 compounds, 0.048% hits | activation, % at 10 µM, or EC50 in µM where a hit was titrated | U2OS GPR55 beta-arrestin-GFP redistribution imaging; higher % means a stronger effect;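 active means activation above 40% with more than 50 cells counted in the well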;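 further: U2OS osteosarcoma cells stably expressing GPR55 and beta-arrestin-GFP; plate controls were DMSO negative control for no effect and LPI positive control for full effect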
# GPR35 antagonists: inhibition of zaprinast-stimulated GPR35 beta-arrestin translocation – imaging, U2OS, beta-arrestin-GFP, zaprinast agonist, primary screen (AID 2058); inhibition, % at 10 µM; hits with a dose series show IC50 in µM; U2OS GPR35 beta-arrestin-GFP translocation imaging, zaprinast antagonism; higher % means a stronger effect; 290,000 compounds, 0.052% hits;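 active means inhibition of at least 50% with at least 30 cells and total cytoplasm GFP at most 10,000,000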
# T cell HTS: T cell immune modulation candidate. calls only at 7 µM. 2C CD8+ T cell-vesicle binding, flow cytometry; active compounds read low. AID 2052. 330,000 compounds, 0.068% hits;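 active means response, share of CD8 T cells binding vesicles, and their 90th percentile fluorescence all below set limits, cut at about 80% in these data, passing the limit was not always enough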
#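 Also added: QL9-peptide-loaded Drosophila micro-vesicles bearing Ld, ICAM-1 and B7-1; Test system: purified 2C TCR transgenic mouse naive CD8+ T cells; Measured by: cytometric PE anti-B7-1 and Alexa647 anti-CD8 signals after 1% paraformaldehyde fixation; Timing: binding step 1.5 h, 37 °C, antibody labelling 20 min, ice.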
# Hep lipid drop cells 6.5 µM: recorded beside Hep lipid drop, whose call it bears; cell count; measured here: cell count, cytotoxicity flag;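 cells counted across two imaged fields per well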
# T cell HTS vesicle-bound %: also measured in T cell HTS; calls as there; double positive events, %; measured here: CD8+ vesicle-bound cell fraction;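 binding gate set so that unloaded-vesicle control wells show 10% double positive cells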
# NTR1 ag cell count 20 µM: recorded beside NTR1 ag, whose call it bears; cell count; measured here: cell count, cytotoxicity flag
# The depositor's hits bear a star; i = inactive; · = not tested or not shown.
SMILES,Rac1 GTP hydrolysis,NTR1 ag,NTR1 ag cell count 20 µM,GPR55 antagonists,Large T inhibition,Hep lipid drop,Hep lipid drop cells 6.5 µM,LYP phosphatase,GPR55 activation,GPR35 antagonists,T cell HTS,T cell HTS vesicle-bound %
COc1cccc(C(=O)Nc2cccc(-c3ccccc3)c2)c1,9.3%,9.0,50,·,6.9%,-3.8,799,0.0%,0.3%,-5.0%,i,64.4
CNC(=S)SCCOc1ccccc1,3.2%,0.7,42,7.6%,13.0%,1.0,678,-8.3%,0.9%,17.2%,i,38.1
Cc1cccc(OCC(O)Cn2c(N3CCCCC3)nc3c2c(=O)n(C)c(=O)n3C)c1 (stereo not given),4.6%,6.5,106,-0.4%,6.0%,-43.7,821,-5.2%,0.0%,-13.7%,i,49.6
Cc1ccccc1NC(=O)c1cn2c(nc3ccccc32)c(C#N)c1C,12.1%,2.4,71,5.8%,17.2%,12.6,655,-5.6%,0.3%,14.5%,i,19.3
Cc1cc(C)c(S(=O)(=O)N2CCN(C(=O)c3ccc(-n4cncn4)c([N+](=O)[O-])c3)CC2)c(C)c1,6.0%,-0.2,90,·,11.6%,·,·,·,·,·,i,24.4
Cn1c(CNC(=O)c2ccccc2F)nnc1SCC(=O)Nc1nnc(C2CC2)s1,-0.4%,-1.1,56,3.6%,1.9%,21.2,847,-9.1%,-0.2%,0.2%,i,52.7
CCCCC(CC)CNC(=O)c1cccs1 (stereo not given),2.0%,-0.1,49,-23.7%,0.6%,·,·,-0.2%,-0.3%,4.5%,i,25.5
CC(C)C(=O)N(Cc1ccc2c(c1)OCO2)Cc1ccccn1,7.2%,-0.5,70,19.0%,4.0%,·,·,-2.9%,0.3%,18.5%,i,46.4
O=P(O)(O)c1ccccc1OCCOCCOCCOCCOc1ccccc1P(=O)(O)O,5.3%,-0.4,41,-1.2%,3.8%,3.9,764,-2.8%,-0.4%,0.3%,i,28.1
O=C(O)c1c2c(nc3ccc(S(=O)(=O)N4CCC(C(=O)NC5CCCCCC5)CC4)cc13)CCCC2,9.3%,3.1,46,8.9%,20.8%,5.5,639,2.1%,0.1%,3.9%,i,25.1
CC(=O)Nc1cc(NC(C)=O)cc(C(=O)OCC(=O)Nc2ccc(S(=O)(=O)NC3=NCCCCC3)cc2)c1,8.0%,0.0,41,4.9%,7.5%,-4.6,839,-2.1%,-0.1%,0.1%,i,15.2
Fc1cc(Br)ccc1NC(=S)NCCc1ccccc1,3.0%,0.4,56,-27.4%,0.8%,·,·,-8.1%,-0.1%,7.2%,i,54.8
CCOC(=O)CP(=O)(c1ccccc1)c1ccccc1,-7.5%,-0.2,53,2.4%,2.5%,13.6,743,-5.4%,-0.1%,12.0%,i,53.9
N#CCCCCN1CCCC1,5.8%,·,·,6.9%,1.4%,13.1,713,-6.8%,0.8%,5.0%,i,48.8
COc1cccc(NS(=O)(=O)c2cn(C)c(=O)n(C)c2=O)c1,1.6%,5.8,64,1.7%,7.6%,2.8,662,-4.2%,0.3%,-10.6%,i,36.9
CCN1C(=O)c2ccccc2Sc2ccc(C(=O)NCCCN3CCCCC3)cc21,4.6%,1.2,80,6.9%,10.1%,-13.4,752,-9.3%,0.1%,4.0%,i,31.7
CCOC(=O)c1sc(C)c(C(=O)NCC(C)(C)CN(C)C)c1N,1.2%,1.3,55,8.3%,4.1%,·,·,2.6%,-0.1%,10.4%,i,47.8
Cc1ccc(S(=O)(=O)N2CCN(Cc3cc(C(C)(C)C)ccc3O)CC2)cc1,9.4%,1.6,54,-3.6%,7.6%,-10.0,813,-5.1%,0.3%,-13.7%,i,62.6
Fc1ccc(NC(=S)N2CCc3ccccc32)cc1,11.2%,1.5,31,-25.3%,6.9%,3.1,807,-5.4%,-0.2%,-6.5%,i,44.4
CCCCCCn1ccc(=N)cc1,-2.0%,5.6,54,-16.0%,14.3%,·,·,-10.3%,-0.2%,14.1%,i,12.8
O=C(Nc1ccc(N2CCCC2)cc1)c1ccccc1[N+](=O)[O-],21.1%,-0.1,64,-0.8%,32.5%,5.7,825,-4.8%,-0.1%,-13.5%,i,59.1
C#CCNc1c2c(nc3ncnn13)CC(C)CC2 (stereo not given),1.2%,2.5,54,-3.1%,·,26.2,733,-3.3%,-0.1%,-15.1%,i,31.7
O=C(c1ccc(F)cc1)N1CCC2(CC1)NCCc1[nH]cnc12,-13.8%,-0.6,51,-10.9%,10.1%,-0.3,733,-10.7%,-0.2%,8.9%,i,44.0
Cc1c(C(=O)NCCS(=O)(=O)N2CCN(c3ccccc3F)CC2)cccc1[N+](=O)[O-],8.0%,-0.5,75,-5.3%,7.8%,-0.4,759,-7.4%,-0.2%,-6.2%,i,7.4
O=C(NCC1OCCc2ccccc21)c1ccc(NC(=O)c2ccccc2Cl)cc1 (stereo not given),-0.6%,1.3,66,-5.5%,-1.4%,24.5,497,-5.6%,-0.2%,27.0%,i,47.9
O=C(N[C@@H](Cc1c[nH]c2ccccc12)C(=O)O)C1CCN(S(=O)(=O)c2ccc(Cl)cc2)CC1,8.4%,-0.4,55,-1.1%,8.7%,2.9,800,-4.0%,1.6%,-3.5%,i,38.7
CCN(CC)S(=O)(=O)c1ccc(N2CCOCC2)c(NC(=O)c2cccc3ccccc23)c1,0.5%,1.0,47,6.3%,0.5%,12.3,680,0.1%,-0.3%,4.1%,i,42.7
Cc1[nH]n(-c2ccc([N+](=O)[O-])cc2)c(=O)c1C=NCCN1CCN(C(=O)c2ccccc2F)CC1,5.6%,-1.5,70,3.9%,12.3%,·,·,-1.2%,0.3%,1.6%,i,46.1
CN1CCN(c2nc3ccccn3c(=O)c2C=C(C#N)C#N)CC1,6.7%,0.6,49,4.0%,-1.5%,-7.1,809,-5.0%,0.0%,4.8%,i,50.7
CN(C(=O)/C=C/c1ccccc1)C1CCS(=O)(=O)C1 (stereo not given),1.8%,-1.8,59,-5.5%,-1.0%,-4.4,548,-12.0%,0.2%,-3.3%,i,39.7
CCOC(=O)c1cc(C)sc1/N=C/C1C(=O)CC(C)(C)CC1=O,3.2%,-0.2,74,6.6%,11.2%,-82.0,623,-0.9%,0.2%,-2.3%,i,54.4
O=C(c1ccccc1F)N(Cc1cccs1)C1CCS(=O)(=O)C1 (stereo not given),5.4%,1.1,67,2.3%,6.5%,-0.6,829,-4.8%,-0.2%,0.9%,i,69.2
CCOC(=O)c1sc(NC(=O)C(CC)OC(=O)c2ccco2)nc1C (stereo not given),4.9%,0.0,48,2.9%,-2.9%,-8.3,784,-6.6%,0.4%,2.1%,i,34.8
O=C(N/C(=C/c1ccc(Cl)cc1)C(=O)N1CCOCC1)c1ccccc1,5.3%,0.1,57,1.5%,4.3%,1.6,818,-4.8%,-0.2%,4.0%,i,3.9
O=C(c1cccs1)N1CCCC(c2nc3c(nnn3Cc3cccc(Cl)c3)c(=O)[nH]2)C1 (stereo not given),6.2%,5.2,35,5.2%,14.2%,7.8,704,-11.9%,-0.2%,-21.3%,i,46.7
CN(C)S(=O)(=O)c1cccc(NC(=O)Cn2cc(C(F)(F)F)cc(Cl)c2=O)c1,5.0%,-1.0,43,5.2%,8.6%,-12.9,676,-0.9%,-0.2%,10.8%,i,16.8

# Entries listed so far containing a COOH group, in the order listed:
SMILES,Rac1 GTP hydrolysis,NTR1 ag,NTR1 ag cell count 20 µM,GPR55 antagonists,Large T inhibition,Hep lipid drop,Hep lipid drop cells 6.5 µM,LYP phosphatase,GPR55 activation,GPR35 antagonists,T cell HTS,T cell HTS vesicle-bound %
O=C(O)c1c2c(nc3ccc(S(=O)(=O)N4CCC(C(=O)NC5CCCCCC5)CC4)cc13)CCCC2,9.3%,3.1,46,8.9%,20.8%,5.5,639,2.1%,0.1%,3.9%,i,25.1
O=C(N[C@@H](Cc1c[nH]c2ccccc12)C(=O)O)C1CCN(S(=O)(=O)c2ccc(Cl)cc2)CC1,8.4%,-0.4,55,-1.1%,8.7%,2.9,800,-4.0%,1.6%,-3.5%,i,38.7

# The list continues:
SMILES,Rac1 GTP hydrolysis,NTR1 ag,NTR1 ag cell count 20 µM,GPR55 antagonists,Large T inhibition,Hep lipid drop,Hep lipid drop cells 6.5 µM,LYP phosphatase,GPR55 activation,GPR35 antagonists,T cell HTS,T cell HTS vesicle-bound %
COc1ccc(C(=O)CCNc2ccc(C)c(Cl)c2)cc1,-6.2%,-1.5,71,3.7%,49.0%,4.3,596,-4.2%,-0.3%,-11.2%,i,5.1
O=C(COC(=O)C1CC1)Nc1ccc(Oc2ccccc2)cc1,3.8%,-0.5,44,-5.6%,-1.4%,·,·,-6.3%,0.3%,-15.8%,i,19.6
Cc1c(C(=O)c2ccc(Br)cc2)c(=O)n(C)c(=O)n1C,-15.6%,-0.2,54,10.9%,11.1%,-3.7,685,-4.6%,0.2%,-11.2%,i,51.6
Nn1c(SCC(=O)Nc2ccccc2F)nnc1-c1cccnc1,4.9%,-0.8,86,0.9%,3.9%,·,·,-5.9%,-0.1%,4.7%,i,35.5
O=C(c1ccc(S(=O)(=O)N2CCCCC2)cc1)N1CCc2ccccc2C1,6.5%,4.1,64,11.7%,23.2%,-1.0,718,-5.9%,-0.1%,9.5%,i,41.9
CCOC(O)[C@H]1N[C@@H](c2ccc(Cl)cc2)[C@@H]([N+](=O)[O-])[C@@H]1c1ccccc1 (stereo not given in full),5.9%,2.1,60,2.9%,0.4%,-3.1,684,2.7%,0.5%,12.7%,i,51.0
O=C(COc1cccnc1[N+](=O)[O-])Nc1ccc(N2CCOCC2)cc1,8.0%,-2.0,83,10.4%,7.6%,-4.3,685,-4.6%,-0.1%,15.3%,i,59.9

# Entries above that have an aryl thioether with sulfur outside any ring, in the order listed:
SMILES,Rac1 GTP hydrolysis,NTR1 ag,NTR1 ag cell count 20 µM,GPR55 antagonists,Large T inhibition,Hep lipid drop,Hep lipid drop cells 6.5 µM,LYP phosphatase,GPR55 activation,GPR35 antagonists,T cell HTS,T cell HTS vesicle-bound %
Cn1c(CNC(=O)c2ccccc2F)nnc1SCC(=O)Nc1nnc(C2CC2)s1,-0.4%,-1.1,56,3.6%,1.9%,21.2,847,-9.1%,-0.2%,0.2%,i,52.7
Nn1c(SCC(=O)Nc2ccccc2F)nnc1-c1cccnc1,4.9%,-0.8,86,0.9%,3.9%,·,·,-5.9%,-0.1%,4.7%,i,35.5
